Compound activity (PubChem BioAssay)
uPA generation: cell surface uPA generation inhibition. cell surface uPA generation assay, qHTS. Potency, µM (series often up to 38.3 µM), for the others: at the top dose activity change, negative = inhibition, usual class: inhibitors. 0.31% of 330,000 active. AID 540303; active means well fitted inhibition curve with a large enough effect; inconclusive means small, poorly fitted or top-dose-only effect; inactive means no such curve, though single readings can be large or run the other way; tested in mouse RAW 264.7 cells; further: potency means the concentration at half of the fitted maximal effect; on the % scale 0 is the no-effect control and ±100 the full control effect; nearly all actives have a fitted effect of over 55% in size
Eya2 inh: inhibitors of human Eya2 phosphatase activity; 0.006% of 330,000 active; O00167; recombinant Eya2, OMFP fluorescence dephosphorylation (OMFP is methylfluorescein phosphate); Potency, µM (titrated, usually from 76.9 µM), without a hit: top-dose activity, negative = inhibition, usual class: inhibitors; further: potency means the concentration at half of the fitted maximal effect; on the % scale 0 is the no-effect control and ±100 the full control effect
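Eya2 protein (added as 0.2 uM solution) was preincubated with compound for 10 min at ambient temperature in 50 mM HEPES pH 7.5, 50 mM NaCl, 5 uM MgCl2, 0.05% BSA, 1 mM DTT. OMFP (added at 50 uM) then reacted 10 min; fluorescence read at 485/525 nm.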
ELG1 genotox: induces genotoxicity in HEK293T cells with luciferase-tagged ELG1; AID 504466; Potency, µM (highest dose often 46 µM), inactives show top-dose activity change, positive = activation, actives largely listed as activators; HEK293T ELG1-luciferase reporter, luminescence, 16 h; 1.3% of 330,000 active; further: potency means the concentration at half of the fitted maximal effect; % of control where 0% means no effect; nearly all actives have a fitted effect of over 60% in size
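Screening used a luciferase reporter fused to human ELG1 in HEK293T cells. Luminescence was read on a CCD plate imager after 16 hr exposure and 30 min ONE-Glo incubation.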
BRCA1 expr act: increases BRCA1 expression; MCF7-BRCA1-FFLuc reporter, luminescence, 48 h; response scale: scaled: vehicle 0%, 10 µM genistein 100%; Potency, µM (top dose mostly 46.1 µM), without a hit: top-dose activation, usual class: activators; 1.1% of 380,000 active; AID 624202; further: potency means the concentration at half of the fitted maximal effect; nearly all actives have a fitted effect of over 80% in size; some results filed as inactive show a strong effect at the top dose
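Compounds are tested at multiple concentrations on MCF7 BRCA1-luciferase reporter cells seeded at 2000 per well; after 48 h, a single luminescence end-point is taken and curves fitted to the normalized data.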
TRPV1 agonist: human TRPV1 agonism; TRPV1-expressing cells, Fluo-8 calcium influx, agonist mode; Q8NER1; activation, % at 8.33 µM; 0.19% of 320,000 active; in the data active means activation above about 80%; inconclusive means between about 30% and that limit; further: 0% is about no effect
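Cells expressing TRPV1 were dye-loaded with Fluo-8 and read kinetically: 10 s baseline, 3 min after compound (agonist portion), then 2 min after EC20 capsaicin (allosteric enhancer portion). Calcium-bound dye fluorescence at 480/520 nm.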
ASM inhibitor: human S-ASM enzyme inhibition. placental ASM, HMU-PC fluorogenic substrate, 60 min. P17405. 0.006% of 340,000 active. Potency, µM (series often up to 57.5 µM), without a hit: at the top dose activity change, negative = inhibition, hits mostly inhibitors; further: potency means the concentration at half of the fitted maximal effect
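Human placenta-derived ASM preincubated with compound 10 min at room temperature, then reacted with 9 uM (final) fluorogenic HMU-PC substrate for 60 min at 37 C. Stop solution raises pH to 10; fluorescence read at Ex 386/Em 447 nm.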
p53 reactivator: re-activators of mutant p53. H1299 p53-A138V BP100-luciferase reporter, luminescence, 24 h. Potency, µM (series often up to 92.2 µM), for the others: at the highest dose activity change, positive = activation, hits mostly activators. 0.063% of 320,000 active. AID 504706; further: potency means the concentration at half of the fitted maximal effect; % of control where 0% means no effect; nearly all actives have a fitted effect of over 45% in size
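p53-null H1299 cells stably carrying temperature-sensitive p53-A138V and a BP100-luciferase reporter were pinned with compounds (4-point, 1:5 series) and held 24 hrs at 37 deg C. Luminescence was read 10 min after detection reagent.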
USP2a block: blocks human ubiquitin-specific protease USP2a. 0.01% of 330,000 active. USP2 core, Ub-CHOP2 coupled fluorogenic reporter, 485/531. Potency, µM (titrated, usually from 38.3 µM), for inactives: at the top dose activity change, negative = inhibition, most hits filed as inhibitors;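 further: potency means the concentration at half of the fitted maximal effect; plate controls were DMSO wells for no effect and full inhibition by NEM control for full effect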
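Deubiquitinase activity read as fluorescence (485/531 nm) after Ub-CHOP2 cleavage activates the enterokinase reporter on its substrate; USP2 core 10nM, Ub-CHOP2 and substrate 25nM each, 30min compound preincubation then 60min RT; data normalized to NEM, curves fitted.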
B2AR arrestin: beta2AR (human) beta-arrestin recruitment activity | P07550 | Potency, µM (top dose mostly 46.1 µM), without a hit: at the highest dose activation, actives largely listed as activators | 0.02% of 330,000 active | beta-arrestin recruitment to beta2AR, cell-based reporter;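 further: potency means the concentration at half of the fitted maximal effect; 0% = DMSO controls and full agonism = EC100 isoproterenol or metaproterenol; nearly all actives have a fitted effect of over 65% in size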
Target sequence (P07550 whole entry, looked up): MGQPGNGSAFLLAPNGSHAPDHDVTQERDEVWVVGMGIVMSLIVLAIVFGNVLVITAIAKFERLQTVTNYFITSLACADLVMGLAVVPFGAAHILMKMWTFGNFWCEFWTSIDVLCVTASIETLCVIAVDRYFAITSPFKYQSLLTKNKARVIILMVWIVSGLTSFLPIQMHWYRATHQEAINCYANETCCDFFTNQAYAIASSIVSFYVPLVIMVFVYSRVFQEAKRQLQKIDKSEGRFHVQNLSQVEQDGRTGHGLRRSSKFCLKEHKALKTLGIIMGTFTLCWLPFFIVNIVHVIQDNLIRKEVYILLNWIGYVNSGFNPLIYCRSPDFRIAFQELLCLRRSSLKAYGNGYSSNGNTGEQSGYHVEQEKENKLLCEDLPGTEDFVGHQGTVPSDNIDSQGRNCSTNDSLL
a7 integrin act: activates integrin-mediated alleviation for muscular dystrophy; Potency, µM (top dose mostly 38.3 µM), without a hit: top-dose activation, most hits filed as activators; 0.064% of 350,000 active; alpha7betagal myoblasts, beta-gal FDG fluorescence, 48 h;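 further: potency means the concentration at half of the fitted maximal effect; 100% = response of the positive control SU9516; nearly all actives have a fitted effect of over 60% in size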
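Alpha7betagal+/- myoblasts (passage 13) were plated 16-24 hr, then exposed to compounds (1:260 dilution of DMSO stock) for 48 hours at 37C. After MPER lysis, β-galactosidase reporter activity was read as FDG fluorescence (ex 480/em 540) after 30 minutes.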
PTAP TSG101 blk: blocks PTAP/TSG101 interaction to inhibit HIV-1 budding; Q99816; Potency, µM (top dose mostly 115 µM), for the others: at the top dose activity change, negative = inhibition, actives largely listed as inhibitors; Fluorescence polarization, FITC-PTAP peptide / Tsg101 binding; 340,000 tested, under 10 active; active means well fitted inhibition curve with a large enough effect in the main read-out, with a control signal flat, not every such curve was filed as active; inconclusive means small, poorly fitted or top-dose-only effect, or effect the other way, or a change in a side signal; inactive means no such curve, though single readings can be large or run the other way; further: potency means the concentration at half of the fitted maximal effect; % of control where 0% means no effect
Target sequence (Q99816 whole entry, looked up): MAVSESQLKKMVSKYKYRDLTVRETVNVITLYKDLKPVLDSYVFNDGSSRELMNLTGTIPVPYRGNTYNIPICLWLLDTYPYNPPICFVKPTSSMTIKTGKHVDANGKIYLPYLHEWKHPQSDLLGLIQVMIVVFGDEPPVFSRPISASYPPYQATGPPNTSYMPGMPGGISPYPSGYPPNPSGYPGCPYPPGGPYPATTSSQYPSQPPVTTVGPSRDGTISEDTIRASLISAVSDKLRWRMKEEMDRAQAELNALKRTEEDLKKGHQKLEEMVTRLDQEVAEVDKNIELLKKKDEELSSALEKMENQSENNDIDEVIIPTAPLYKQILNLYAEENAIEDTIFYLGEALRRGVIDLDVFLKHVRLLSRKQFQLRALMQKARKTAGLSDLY
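FP read-out: FITC-PTAP peptide, 50 nM final, binding Tsg101 binding domain, 10 uM final; 20 min, r.t.; 10 mM HEPES pH 7.5, 0.15 M NaCl, 0.01% Tween 20, 3 mM EDTA, 0.1 mM TCEP.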
Starred values were filed as active, the others as inactive; ? = inconclusive; . = not tested or not shown; & = joins results of further samples; [ ] = remark or other dose. Unless noted, the call rests on the fitted dose curve; in most records, active means well fitted curve in the direction sought with a large enough effect; inconclusive means small, poorly fitted or top-dose-only effect, or another doubt; inactive means no such curve, though single readings can be large; an effect the other way counts as inactive or inconclusive.

SMILES | uPA generation | Eya2 inh | ELG1 genotox | BRCA1 expr act | TRPV1 agonist | ASM inhibitor | p53 reactivator | USP2a block | B2AR arrestin | a7 integrin act | PTAP TSG101 blk
CCC1=NN2C(=N)/C(=C\c3cccn3-c3ccc(Cl)cc3)C(=O)N=C2S1 | 6% | 5% | -15% | -11% | -3 | -21% | -1% | -3% | 0.2% | -12% | -8%
COC(=O)/C(C#N)=C/c1c(Oc2cccc(C)c2C)nc2ccccn2c1=O | 2% | -17% | 0% | 3% | -4 | 9% | -3% | 1% | 0.3% | -9% | 2%
N#CC1=C(N)Oc2c(ccc3ccccc23)C1c1cccs1 (stereo unspecified) | -12% | -2% | 18µM* | -37% | -3 | 1% | 25% | -3% | 0.2% | -23% | -4%
CC(C)CN1CCN(CC#Cc2ccccc2)CC1CCO (stereo unspecified) | 4% | -1% | -1% | -10% | -1 | 5% | 4% | 0% | 0.4% | 20% | -5%
COc1ccc(C(=O)C[n+]2ccc(-c3nnc4n3CCC4)cc2)cc1 | 1% | -7% | -1% | -1% | 2 | -1% | -7% | 5% | -0.2% | 11% | 1%
COc1ccccc1NS(=O)(=O)c1cc(C(=O)N2CCN(C/C=C/c3ccccc3)CC2)ccc1C | 4µM* | 7% | 4% | -62% | 17 | 2% | 8% | 3% | 0.2% | 0% | .
CC1Nc2ncnc(N3CCc4ccccc4C3)c2N(Cc2ccc(Br)cc2)C1=O (stereo unspecified) | ? | 5% | 1% | -63%&-26% | 17 | -5% | -8% | 1% | 0.3% | -22% | -6%
Nc1nc(-c2ccco2)nn1S(=O)(=O)c1ccc(Cl)cc1 | -5% | 9% | 2% | 0% | -1 | 1% | 3% | 10% | -0.3% | 4% | -1%
O=C(NCCN1CCOCC1)c1cc(-c2ccc(Cl)cc2)on1 | . | 17% | -4% | -27% | 21 | 3% | 5% | 1% | -0.3% | 15% | -7%
COc1ccc(C(=O)c2c[nH]c(C(=O)NCc3ccco3)c2)cc1 | 0% | -1% | 0% | 14% | -1 | 5% | 2% | 3% | -1.0% | 12% | 0%
COc1ccc(Nc2nc(S(=O)(=O)c3ccc(C)cc3)c(Cl)s2)cc1 | -1% | -26% | 1% | -40% | 12 | -10% | 11% | -4% | 0.5% | -12% | 1%
COc1cc(C2SCCS2)cc(Br)c1Oc1ncccc1[N+](=O)[O-] | -1% | ? | -5% | -50% | . | -2% | 13% | 0% | -0.3% | -18% | 0%
CC1(C)Cc2c(cnn2-c2ccc(F)cc2)C(NC(=O)CN2CCCC2=O)C1 (stereo unspecified) | 2% | 7% | 5% | 3% | 0 | 1% | -2% | 0% | 0.4% | 9% | -4%
C(=C\c1ccccc1)/CSc1nnc(-c2cccnc2)o1 | 7% | 5% | 1% | 2% | 5 | 0% | -5% | -2% | 0.4% | 1% | -3%
CCc1c(C)sc(NC(=S)N2CCN(CC)CC2)c1C(=O)OC | 5% | -7% | -7% | 0% | 7 | -5% | 2% | 0% | 0.0% | 17% | -13%
Cc1ccc(-c2nc(C)sc2CC(=O)OCC(=O)Nc2cccc([N+](=O)[O-])c2)cc1 | 2% | -4% | 0% | -15% | 10 | 2% | -6% | -1% | -0.6% | 23% | -2%
O=C(O)CCCC(=O)Nc1ccccc1-n1ccnc1 | 0% | 0% | 0% | -3% | -1 | -1% | -7% | -2% | 0.2% | 11% | 5%
O=[N+]([O-])c1ccc(/C=[N+](\[O-])CCO)o1 | -11% | 6% | -5% | -37% | 0 | -3% | 7% | 2% | -0.2% | -32% | -5%
Cc1cccc(N2C(=S)NC3c4cc(Cl)ccc4OC2(C)C3C(=O)N(C)C)c1 (stereo unspecified) | -2% | 1% | -3% | -15% | 3 | 5% | -5% | 1% | -0.1% | 1% | 0%
Cc1ccc2nc3n(c(=O)c2c1)-c1ccc(Cl)cc1C(=O)NC3Cc1ccccc1 (stereo unspecified) | . | 1% | 3% | . | 6 | . | 5% | 1% | -0.1% | . | .
COc1ccc(C(CC(=O)N2CCCC(C)C2)c2c(OC)cc(OC)c3ccc(=O)oc23)cc1 (stereo unspecified) | 9% | -24% | 7% | -13% | ? | 40% | -6% | 0% | -0.9% | 20% | .
Cc1cc(C)nc(NC(=O)CSc2nnnn2-c2ccccc2)n1 | 0% | 5% | 15% | 11% | -1 | 0% | 5% | 1% | -0.3% | 13% | -6%
COc1ccc(OC)c(NC(=O)c2oc3c(c2C)C(O)CC(C)(C)C3)c1 (stereo unspecified) | 0% | -5% | -5% | 8% | 18 | -6% | -8% | 2% | -0.6% | -29% | -4%
Cn1cccc1-c1nc2ccc(NC(=O)c3cccs3)cc2[nH]1 | -1% | -2% | ? | ? | 8 | -9% | -12% | 0% | -0.4% | 19% | -1%
O=C1c2ccccc2C(=O)N1c1ccc(Br)c2cccnc12 | -8% | -3% | 3% | 72% | -3 | 3% | 0% | -2% | 0.0% | -5% | -6%
COC(=O)c1ccc(NC(=S)NC2c3ccccc3CC2O)cc1 (stereo unspecified) | 3% | 3% | 0% | 14% | 1 | -2% | -1% | 0% | -0.5% | 25% | -8%
CC1(C)CSC(=NCc2ccccc2)N1C(=O)c1cccc([N+](=O)[O-])c1 | -4% | 4% | 18% | -83%[inhibitor] | 12 | -2% | ? | 3% | -0.7% | -3% | -1%
Cc1nc2oc3c(=O)[nH]cnc3c2c2c1COC(C)(C)C2 | 21% | 16% | 4% | 12% | -4 | 3% | -2% | 2% | -0.1% | 32% | 1%
CCCC(=O)Nc1ccc(NC(=O)Cc2ccccc2)cn1 | 2% | 14% | -2% | -12% | 0 | -1% | 2% | -2% | -0.2% | 34% | 0%
NC(=O)C1CCN(C(=O)CCSCc2ccccc2)CC1 | 10% | 8% | 8% | 34% | ? | 3% | . | 2% | -0.3% | -7% | 2%

Quoted at random: 2 compounds from above.
SMILES | uPA generation | Eya2 inh | ELG1 genotox | BRCA1 expr act | TRPV1 agonist | ASM inhibitor | p53 reactivator | USP2a block | B2AR arrestin | a7 integrin act | PTAP TSG101 blk
COC(=O)c1ccc(NC(=S)NC2c3ccccc3CC2O)cc1 (stereo unspecified) | 3% | 3% | 0% | 14% | 1 | -2% | -1% | 0% | -0.5% | 25% | -8%
COc1ccc(C(CC(=O)N2CCCC(C)C2)c2c(OC)cc(OC)c3ccc(=O)oc23)cc1 (stereo unspecified) | 9% | -24% | 7% | -13% | ? | 40% | -6% | 0% | -0.9% | 20% | .

Compounds from the list above with a nitro group on carbon, in the order listed:
SMILES | uPA generation | Eya2 inh | ELG1 genotox | BRCA1 expr act | TRPV1 agonist | ASM inhibitor | p53 reactivator | USP2a block | B2AR arrestin | a7 integrin act | PTAP TSG101 blk
COc1cc(C2SCCS2)cc(Br)c1Oc1ncccc1[N+](=O)[O-] | -1% | ? | -5% | -50% | . | -2% | 13% | 0% | -0.3% | -18% | 0%
Cc1ccc(-c2nc(C)sc2CC(=O)OCC(=O)Nc2cccc([N+](=O)[O-])c2)cc1 | 2% | -4% | 0% | -15% | 10 | 2% | -6% | -1% | -0.6% | 23% | -2%
O=[N+]([O-])c1ccc(/C=[N+](\[O-])CCO)o1 | -11% | 6% | -5% | -37% | 0 | -3% | 7% | 2% | -0.2% | -32% | -5%
CC1(C)CSC(=NCc2ccccc2)N1C(=O)c1cccc([N+](=O)[O-])c1 | -4% | 4% | 18% | -83%[inhibitor] | 12 | -2% | ? | 3% | -0.7% | -3% | -1%

Other results follow:
SMILES | uPA generation | Eya2 inh | ELG1 genotox | BRCA1 expr act | TRPV1 agonist | ASM inhibitor | p53 reactivator | USP2a block | B2AR arrestin | a7 integrin act | PTAP TSG101 blk
Cc1cc(Nc2ccccc2C(=O)O)n(-c2cccc(Cl)c2)n1 | -5% | 8% | -4% | -35% | -4 | 0% | -1% | 3% | 0.8% | -1% | -7%
Cn1c(SCC(=O)NCC2COc3ccccc3O2)nnc1C(F)(F)F (stereo unspecified) | 9% | 5% | 5% | 1% | . | 5% | 2% | 0% | 0.3% | 12% | 0%
OC[C@H]1OC(O)[C@H](O)[C@@H]1O (stereo partly specified) | 12% | 3% | -5% | 5% | 0 | 0% | 6% | 1% | 0.0% | . | 0%
COc1ccccc1NC(=S)N(CCc1ccc(OC)c(OC)c1)Cc1ccccn1 | -1% | 2% | -2% | -13% | 0 | 2% | -3% | -2% | 0.2% | -28% | -1%
CC1CCc2nn(CC(=O)NCc3ccco3)cc2C1 (stereo unspecified) | -26% | -1% | 7% | 7% | 3 | -8% | ? | 0% | -0.3% | 3% | -7%
Cc1ccc(SCC(=O)OCC(=O)N(C)CC(=O)Nc2ccccc2Cl)cc1C | -4% | -8% | 2% | -5% | 11 | -2% | -5% | -1% | -0.7% | 20% | 0%
